From PubChem BioAssay
PAFAH1B3 FP inh: blocks human PAF acetylhydrolase 1B catalytic subunit 3; Q15102; recombinant PAFAH1B3, FP-rhodamine probe, fluorescence polarization; inhibition, % at 3.39 µM; actives 0.28% (n = 340,000);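 active = inhibition above the screen-wide average of all tested compounds plus 3 SD, cut at about 25% in these data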;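 also: 0% = enzyme with DMSO only and 100% = wells lacking PAFAH1B3 protein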
Target sequence (Q15102 whole entry, looked up): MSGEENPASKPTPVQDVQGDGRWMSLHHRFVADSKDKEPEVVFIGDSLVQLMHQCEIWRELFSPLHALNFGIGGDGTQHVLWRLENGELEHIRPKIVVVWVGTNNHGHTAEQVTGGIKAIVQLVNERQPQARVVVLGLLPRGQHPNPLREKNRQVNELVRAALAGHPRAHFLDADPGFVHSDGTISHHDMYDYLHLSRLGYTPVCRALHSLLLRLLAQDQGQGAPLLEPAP
LYPLA2 inh: blocks human lysophospholipase 2, a PME1 counter-screen | O95372 | AID 2177 | recombinant LYPLA2, FP-Rh probe fluorescence polarization | inhibition, % at 5.9 µM | actives 0.38% (n = 320,000);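 active = inhibition above the screen-wide mean plus 3 SD, limit set per campaign, cut at about 26% in these data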;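 also: 0% = LYPLA2 with DMSO and 100% = wells lacking LYPLA2 enzyme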
Target sequence (O95372 whole entry, looked up): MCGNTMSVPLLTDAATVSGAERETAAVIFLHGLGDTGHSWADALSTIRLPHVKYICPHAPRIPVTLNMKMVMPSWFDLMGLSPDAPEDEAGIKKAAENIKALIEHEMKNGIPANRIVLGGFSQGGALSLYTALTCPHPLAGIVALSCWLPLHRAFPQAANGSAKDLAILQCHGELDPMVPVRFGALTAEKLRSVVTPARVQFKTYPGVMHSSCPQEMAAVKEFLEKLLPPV
pPAFAH inh: inhibitors of human plasma PAF acetylhydrolase (pPAFAH) | Q13093 | recombinant pPAFAH, FP-rhodamine probe fluorescence polarization | inhibition, % at 3.39 µM | actives 1.5% (n = 330,000);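 active = inhibition above the mean inhibition across the screen plus 3 SD, cut at about 25% in these data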;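 also: inhibitors block binding of the rhodamine activity-based probe so polarization drops; 0% = enzyme with DMSO and 100% = wells lacking pPAFAH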
ZTA counter: counter-screen for EBNA-1 inhibitors: inhibitors of Epstein-Barr virus ZTA | P03206 | ZTA-DNA binding, fluorescence polarization | inhibition, % at 11 µM | actives 0.15% (n = 320,000); in the data active = inhibition above about 33%
Target sequence (P03206 whole entry, looked up): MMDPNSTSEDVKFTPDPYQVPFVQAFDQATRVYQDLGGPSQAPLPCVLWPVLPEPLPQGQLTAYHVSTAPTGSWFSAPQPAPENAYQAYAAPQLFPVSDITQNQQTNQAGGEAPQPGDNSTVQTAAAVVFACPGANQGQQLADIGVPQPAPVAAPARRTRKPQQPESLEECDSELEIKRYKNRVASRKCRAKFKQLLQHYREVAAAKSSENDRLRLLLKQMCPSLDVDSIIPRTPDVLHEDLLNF
PREPL inh: human PREPL enzyme inhibition | Q4J6C6 | recombinant PREPL, fluorescence polarization activity-based probe | inhibition, % at 5.96 µM | actives 0.68% (n = 320,000) | AID 2751; in the data active = inhibition above about 43%;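 also: 0% = enzyme with DMSO and 100% = wells lacking enzyme; many of its hits are not listed in these tables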
PAFAH1B2 inh: inhibitors of human PAFAH1B2; P68402; recombinant PAFAH1B2, FP-rhodamine activity probe, fluorescence polarization; inhibition, % at 3.39 µM; actives 1.2% (n = 340,000); AID 492953;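 active = inhibition above the mean of all tested compounds plus 3 SD, cut at about 24% in these data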;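 also: 0% = enzyme with DMSO and 100% = wells lacking PAFAH1B2; many of its hits are not listed in these tables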
PAFAH2 FP inh: inhibitors of human PAFAH2. inhibition, % at 3.39 µM. actives 0.99% (n = 340,000). recombinant PAFAH2, FP-rhodamine activity probe, fluorescence polarization. Q99487;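 active = inhibition above the mean over all tested compounds plus 3 SD, cut at about 30% in these data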;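 also: inhibitors block probe labeling of enzyme so polarization drops; 0% = enzyme with DMSO and 100% = wells lacking PAFAH2 protein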
LYPLA1 inh: counter-screen for PME1 inhibitors: inhibitors of human LYPLA1; inhibition, % at 5.9 µM; recombinant LYPLA1, FP-Rh probe fluorescence polarization; O75608; actives 0.16% (n = 320,000); AID 2174;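 active = inhibition above the mean of all tested compounds plus 3 SD, set per campaign, cut at about 14% in these data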;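 also: inhibitors block serine hydrolase probe labeling of LYPLA1 so polarization falls; 0% = enzyme with DMSO and 100% = wells lacking LYPLA1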
Target sequence (O75608 whole entry, looked up): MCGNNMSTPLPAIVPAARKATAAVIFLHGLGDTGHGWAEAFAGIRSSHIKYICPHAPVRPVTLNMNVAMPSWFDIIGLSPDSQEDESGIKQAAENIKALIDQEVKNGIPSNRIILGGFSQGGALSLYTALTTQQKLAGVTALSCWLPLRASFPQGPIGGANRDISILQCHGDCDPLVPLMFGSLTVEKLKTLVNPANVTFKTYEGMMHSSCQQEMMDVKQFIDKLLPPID
EBNA-1 inhibitor: blocks EBNA-1 binding to DNA | EBNA-1 DNA binding, fluorescence polarization | actives 0.34% (n = 300,000) | inhibition, % at 14.8 µM; in the data active = inhibition above about 28%
* hit, by the source's call; · = not tested or not shown. This is a subset (hit frequency here may not be typical).

structure	PAFAH1B3 FP inh	LYPLA2 inh	pPAFAH inh	ZTA counter	PREPL inh	PAFAH1B2 inh	PAFAH2 FP inh	LYPLA1 inh	EBNA-1 inhibitor
Nc1c(C(=O)N2CCOCC2)sc(=S)n1-c1ccccc1	8	10	6	-4	8	4	1	3	-1
COc1ccc(OCc2cc(C(=O)N3CCCC3)no2)c2ccccc12	10	10	15	-7	14	3	0	3	3
O=Nc1ccc(NOC(=O)c2ccccc2Br)cc1	5	2	4	-2	20	8	8	-3	-8
Cc1ccccc1NC(=O)C(=O)N/N=C/c1cccc(Br)c1	1	3	-1	-6	10	-1	3	-2	1
O=C(C1CCCCC1)N1CCN=C1SCc1cccnc1	2	0	-5	0	-7	4	-3	2	1
CCCCNC(=O)N(C)c1nncnc1C(=O)NC	3	6	-2	2	-3	4	-11	2	8
O=C(CN1C(=O)NC2(CCCCCC2)C1=O)N1CCN(c2ccccc2)CC1	5	-2	3	-15	21	6	-4	-6	·
NC(=O)C1CCN(c2nc(-c3cccnc3)cs2)CC1	9	·	5	·	34	4	3	·	·

The closing two compounds of the part before are carried over, then new ones follow.
structure	PAFAH1B3 FP inh	LYPLA2 inh	pPAFAH inh	ZTA counter	PREPL inh	PAFAH1B2 inh	PAFAH2 FP inh	LYPLA1 inh	EBNA-1 inhibitor
O=C(CN1C(=O)NC2(CCCCCC2)C1=O)N1CCN(c2ccccc2)CC1	5	-2	3	-15	21	6	-4	-6	·
NC(=O)C1CCN(c2nc(-c3cccnc3)cs2)CC1	9	·	5	·	34	4	3	·	·
COc1ccc(C(=O)Nc2nccs2)cc1[N+](=O)[O-]	4	-7	-2	7	4	5	3	-4	8
COc1ccc(CCNC(=O)Cc2cc(OCc3ccccc3)c(OC)cc2[N+](=O)[O-])cc1OC	0	7	9	-11	12	4	6	5	-8
O=C(NCC1CC1)c1ccc2c3n(nc2c1)-c1ccc(Cl)cc1CO3	3	6	1	-7	3	-4	1	-3	-3
O=C(O)C1CC(O)CN1C(=O)c1ccco1 (stereo unspecified)	6	-1	0	-4	13	3	8	2	-11
CCO[C@@H]1OC(C(=O)NCc2nc3ccccc3[nH]2)=C[C@H](c2coc3ccccc3c2=O)[C@H]1CCCO	-3	-1	6	-8	-44	2	-3	-5	8
CCOc1ccc(N2C(=O)CSC23CCCCC3)cc1	3	5	-4	-11	16	11	-4	0	-4
COCC1CCN(C(=O)c2cc(COc3cncc(Cl)c3)on2)C1 (stereo unspecified)	1	4	2	11	10	1	4	2	-14
C=CCNC(=O)Nc1ccc(Cl)cn1	3	-4	1	6	8	3	3	-2	-2
CCOc1cc(N2CCOCC2)c(OCC)cc1NC(=O)C(C)(C)C	5	3	0	0	10	1	6	2	0
CCOc1cc(CNn2cn[nH]c2=S)cc(Cl)c1OCc1ccccc1F	13	9	22	-7	-1	3	-3	1	1
CCOc1ccc2oc(C(=O)N(CC)CC(=O)Nc3ccc(NC(C)=O)cc3)c(C)c2c1	8	-3	-2	-4	-3	-3	0	-6	·
CC(C)CN1CCC(=O)N(CCN=[N+]=[N-])CC1	2	13	1	-1	5	9	1	6	6
Cc1ccc(N2C(=O)CC(N3CCSCC3)C2=O)c(C)c1 (stereo unspecified)	-1	8	3	-11	1	6	4	2	-17
N#C/C(=C\c1cccn1-c1ccccc1)C(=O)NC1CCCCC1	5	-4	6	10	-6	6	6	0	4
O=C(Cn1cnc2ccccc21)Nc1cc(C(F)(F)F)ccc1N1CCOCC1	4	0	3	-9	14	5	-5	1	5
CCCC(=O)Nc1ccc(C=C(C(C)=O)C(C)=O)cc1	·	6	6	-9	-10	·	·	5	0
CCOC(=O)c1ccc(NC(=S)N(CCCN2CCN(C)CC2)Cc2cccs2)cc1	9	-4	3	11	0	-2	-5	-2	1
O=C(Nc1cc(Cl)ccc1N1CCCCC1)c1cccs1	6	-5	-2	3	-4	1	-7	-3	-16
COc1cc(/C=N/NC(=O)c2ccc(Cl)c(S(N)(=O)=O)c2)ccc1OCC(N)=O	-3	3	2	-9	-5	-1	1	-2	4
CC1(C)C2CCC1(C)C1(C2)NC(=O)c2ccccc2O1 (stereo unspecified)	0	-3	0	-7	-24	16	-13	-3	0
Cc1ccc(S(=O)(=O)N2C[C@@H]3[C@H]4CC[C@H](C4)[C@@H]3[C@@H](C)[C@H]2c2ccn(Cc3ccccc3)c2)cc1	5	·	1	·	·	-2	1	·	·
O=C(NCCCN1CCOCC1)NC1CCCCC1	5	12	2	-14	1	1	0	7	6
C[C@]1(C(=O)NCCc2c[nH]c3ccccc23)C=C[C@@H](Cc2ccccc2)N1C(=O)c1ccccc1	-1	-5	6	14	2	4	8	2	13
CC(C)CCNC(=O)C1CC(c2cccc(F)c2)=NO1 (stereo unspecified)	5	4	0	0	14	1	-8	-2	5
CCSc1ccc(-c2nn(-c3ccccc3)cc2/C=C(/C#N)C(=O)NCCCOC)cc1	-1	4	-3	5	1	-4	-5	2	-9
CC#CCN1c2ccccc2[C@]23C[C@@H](C(=O)OC)N(C(=O)c4ccco4)C2=NC(C(=O)OC)=C(C(=O)OC)[C@H]13	-2	-4	-3	7	9	7	-10	-3	10
CCNC(=O)N1CCN(S(=O)(=O)c2ccc3c(c2)OCCCO3)CC1	2	1	9	7	5	4	5	-1	·
COc1ccc(CNC(=O)c2ccc(=O)oc2)cc1OC	8	0	0	-7	-2	-1	-2	3	-2
CC(C)CC(=O)N=Nc1c(O)[nH]c2ccccc12	0	-4	-6	-13	1	1	1	-4	-1
O=C(NC(=S)NNC(=O)c1ccccc1O)c1ccco1	8	7	9	9	13	8	53*	0	-8
Cc1csc(NC(=O)c2ccccc2O)n1	10	3	0	12	-6	2	5	-3	0
O=C(c1ccc2c(c1)OCCO2)C1CCN(C(=O)c2ccc(F)cc2)CC1	7	8	3	-6	7	1	-15	6	-9
O=C(Nc1nc2ccccc2[nH]1)c1ccc(Cl)c([N+](=O)[O-])c1	4	5	-32	6	-1	-2	-9	3	0
COc1cccc2cc(C(=O)c3ccccc3)oc12	8	6	6	-10	-2	-1	-3	4	-10
O=C(Cc1ccc(NS(=O)(=O)c2cccc(C(F)(F)F)c2)cc1)NCCN1CCOCC1	3	3	7	12	-3	1	3	2	-9
Cc1cc(C)cc(NC(=O)c2ccc(CN3CCc4ccccc4C3)cc2)c1	6	-10	1	-20	-15	1	-11	-6	-12
Cn1c(=O)[nH]c(=O)c2c1nc(SCCCO)n2CCCc1ccccc1	7	2	7	-11	6	8	1	0	-6
COc1cccc(-c2csc(N3CCN(S(=O)(=O)c4ccc(F)cc4)CC3)n2)c1	5	-6	5	7	13	2	-9	-6	3
Cc1ccc(N(Cc2ccccc2)C(=O)c2cc(S(=O)(=O)N3CCOCC3)ccc2Cl)cc1	3	-5	5	-1	7	0	-31	-1	2
Nc1ccc2nc(-c3cc(Cl)c(N)c(Cl)c3)[nH]c2c1	13	5	20	4	40	17	-3	-10	-7

Part of the list above in order of SMILES length, highest first:
structure	PAFAH1B3 FP inh	LYPLA2 inh	pPAFAH inh	ZTA counter	PREPL inh	PAFAH1B2 inh	PAFAH2 FP inh	LYPLA1 inh	EBNA-1 inhibitor
CC#CCN1c2ccccc2[C@]23C[C@@H](C(=O)OC)N(C(=O)c4ccco4)C2=NC(C(=O)OC)=C(C(=O)OC)[C@H]13	-2	-4	-3	7	9	7	-10	-3	10
Cc1ccc(N(Cc2ccccc2)C(=O)c2cc(S(=O)(=O)N3CCOCC3)ccc2Cl)cc1	3	-5	5	-1	7	0	-31	-1	2
O=C(Cc1ccc(NS(=O)(=O)c2cccc(C(F)(F)F)c2)cc1)NCCN1CCOCC1	3	3	7	12	-3	1	3	2	-9
COc1cccc(-c2csc(N3CCN(S(=O)(=O)c4ccc(F)cc4)CC3)n2)c1	5	-6	5	7	13	2	-9	-6	3
O=C(Nc1nc2ccccc2[nH]1)c1ccc(Cl)c([N+](=O)[O-])c1	4	5	-32	6	-1	-2	-9	3	0
Cc1cc(C)cc(NC(=O)c2ccc(CN3CCc4ccccc4C3)cc2)c1	6	-10	1	-20	-15	1	-11	-6	-12
CCNC(=O)N1CCN(S(=O)(=O)c2ccc3c(c2)OCCCO3)CC1	2	1	9	7	5	4	5	-1	·
Cn1c(=O)[nH]c(=O)c2c1nc(SCCCO)n2CCCc1ccccc1	7	2	7	-11	6	8	1	0	-6
O=C(NC(=S)NNC(=O)c1ccccc1O)c1ccco1	8	7	9	9	13	8	53*	0	-8
CC(C)CC(=O)N=Nc1c(O)[nH]c2ccccc12	0	-4	-6	-13	1	1	1	-4	-1
COc1cccc2cc(C(=O)c3ccccc3)oc12	8	6	6	-10	-2	-1	-3	4	-10
Cc1csc(NC(=O)c2ccccc2O)n1	10	3	0	12	-6	2	5	-3	0

Continued:
structure	PAFAH1B3 FP inh	LYPLA2 inh	pPAFAH inh	ZTA counter	PREPL inh	PAFAH1B2 inh	PAFAH2 FP inh	LYPLA1 inh	EBNA-1 inhibitor
CSc1nc(-c2ccc(Cl)cc2)c(C#N)c(=O)n1C	8	-2	1	9	-1	2	0	-4	-4
CC1CCN(S(=O)(=O)c2ccc3ncn(CC(=O)N4CCN(C)CC4)c(=O)c3c2)CC1	5	0	2	-8	0	10	1	1	8
O=C1CSC(=O)N1CC(O)COc1ccc(Cl)cc1 (stereo unspecified)	4	-7	-3	2	-9	4	6	-3	-21
O=C(CN1CCCCC1)Nc1ccccc1	7	-4	2	-17	0	-3	-11	-1	2
CCCC[C@@H]1CNCCN1CCc1cccc2ccccc12	0	0	8	-3	38	5	9	1	7
CCO[C@H]1OC(C(=O)NCc2nc3ccccc3[nH]2)=C[C@@H](c2cn(C(C)=O)c3ccccc23)[C@@H]1CCCO	0	-1	7	6	-11	4	-5	0	8
O=C(CCC1CCCC1)N1CCN(S(=O)(=O)Cc2ccccc2)CC1	4	-4	11	15	1	1	8	0	2
O=C(C1CCCN(Cc2ccccc2C(F)(F)F)C1)N1CCCCC1 (stereo unspecified)	9	3	-4	-13	3	5	-7	-7	-12
Cc1nnc(NCc2ccco2)c2ccccc12	3	5	2	4	24	-1	10	0	2
O=C(Cc1coc2ccc3ccccc3c12)N1CCc2ccccc21	-2	2	1	18	3	2	-5	-3	15
NC(=O)[C@@H]1CCCCNc2c(F)cc([N+](=O)[O-])cc2C(=O)N[C@@H](CC(=O)O)C(=O)NCC(=O)N1	8	8	1	-24	9	0	-4	5	-2
CCOC(=O)c1c(NC(=O)Cn2cnc([N+](=O)[O-])n2)sc2c1CCCC2	-4	0	13	-8	2	4	3	-1	-12
O=C(CCCCCNC(=O)c1ccccc1)C[N+](=O)[O-]	8	1	3	1	-3	1	3	-2	-4
COCCNS(=O)(=O)c1ccc(-c2ccc(C)cc2)cc1	7	2	11	6	-33	3	5	1	-2
COc1ccc(OCCCC(=O)Oc2ccc(OC)cc2)cc1	9	1	11	-4	4	2	-2	-2	-3
